Source: PubChem
hcDAF-12 act: activators of H. contortus DAF-12 nuclear receptor; HEK293 hcDAF-12 lit1-tk-luc reporter, luminescence; 0% DMSO, 100% Δ7-dafachronic acid; AID 652067; hit rate 1.4% among 370,000; activation, % at 6.8 µM;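 active = activation above the mean of all tested compounds plus 3 SD, cut at about 5.5% in these data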;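 note: 100% = response to 3 µM Δ7-dafachronic acid high control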
DAX1 inh-1: blocks DAX1 repression of SF-1 activated StAR promoter; hit rate 1.1% among 370,000; inhibition, % at 6.8 µM; HEK293T StAR-luciferase reporter, SF-1/DAX-1 repression relief; AID 652010;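 active = inhibition above the mean over all tested compounds plus 3 SD, cut at about 3.6% in these data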;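 note: 0% = DAX-1 cells with DMSO and 100% = cells lacking DAX-1 with DMSO; higher inhibition means more luminescence from relief of DAX-1 repression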
GC-A act: GC-A (human) enzyme activation; HEK293 GC-A cells, cGMP TR-FRET, EC30 ANP; 0% at EC30 ANP, 100% saturating ANP; hit rate 0.14% among 370,000; P16066; activation, % at 10 µM; in the data active = activation above about 40%
ADAM10 inh: inhibitors of human ADAM10. hit rate 0.62% among 370,000. O14672. AID 720582. inhibition, % at 7 µM. recombinant ADAM10, EDANS/DABCYL FRET peptide cleavage, 3 h;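 active = inhibition above a per-campaign cutoff equal to the mean of compounds falling between control-based bounds plus 3 SD, cut at about 20% in these data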;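 note: 0% = DMSO wells while the 100% control is not disclosed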
Target sequence (O14672 214-748 limits assumed): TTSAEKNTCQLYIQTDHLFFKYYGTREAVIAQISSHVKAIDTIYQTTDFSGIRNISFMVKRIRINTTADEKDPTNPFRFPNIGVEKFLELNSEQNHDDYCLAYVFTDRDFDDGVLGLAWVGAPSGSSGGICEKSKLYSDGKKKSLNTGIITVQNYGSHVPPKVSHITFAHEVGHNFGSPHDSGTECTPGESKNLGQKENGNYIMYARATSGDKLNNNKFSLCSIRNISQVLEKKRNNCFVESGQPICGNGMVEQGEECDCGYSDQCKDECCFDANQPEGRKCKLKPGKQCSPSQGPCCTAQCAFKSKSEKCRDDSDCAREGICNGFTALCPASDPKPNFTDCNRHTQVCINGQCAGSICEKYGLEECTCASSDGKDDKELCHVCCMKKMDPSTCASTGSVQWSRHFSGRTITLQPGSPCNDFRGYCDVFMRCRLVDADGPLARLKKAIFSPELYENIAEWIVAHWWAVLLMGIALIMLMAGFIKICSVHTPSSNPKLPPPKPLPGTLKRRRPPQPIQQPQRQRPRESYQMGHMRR
DAX1 inh-2: inhibitors of human orphan nuclear receptor DAX1 (NR0B1); HEK293 Gal4-DAX1 luciferase reporter, luminescence; inhibition, % at 6.75 µM; hit rate 0.99% among 340,000; AID 504766;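 active = inhibition above the mean over all tested compounds plus 3 SD, cut at about 4.2% in these data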;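 note: 0% = DAX1-transfected cells with DMSO and 100% = empty-vector control cells with DMSO; inhibition shows as a rise in luminescence from relieved DAX1 repression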
Target sequence (P51843 207-470 limits assumed): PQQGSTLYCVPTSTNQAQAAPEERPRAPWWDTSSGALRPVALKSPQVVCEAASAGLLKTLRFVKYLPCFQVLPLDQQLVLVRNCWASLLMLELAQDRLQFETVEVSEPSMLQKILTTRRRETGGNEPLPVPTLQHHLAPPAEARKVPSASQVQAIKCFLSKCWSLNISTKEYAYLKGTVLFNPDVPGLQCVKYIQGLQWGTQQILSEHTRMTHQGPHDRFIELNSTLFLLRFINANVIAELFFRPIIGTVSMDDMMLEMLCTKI
GAA850 FXN act: frataxin GAA850 promoter activation; activation, % at 6 µM; HEK293 lucGAA850 FXN promoter luciferase reporter, 24 h; percent of 10 µM SAHA response; hit rate 0.56% among 360,000;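 active = activation above the average of all compounds screened plus 3 SD, cutoff fixed separately per campaign, cut at about 7.5% in these data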;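 note: 0% = DMSO wells and 100% = 10 µM SAHA wells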
hgDAF-12 ag: activates the H. glycines DAF-12 receptor ligand-binding domain | HEK293 GAL4-hgDAF12 UAS-luciferase reporter, agonist luminescence; normalized to butyrate control | activation, % at 6.8 µM | hit rate 1.8% among 370,000 | AID 687014;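 active = activation above a cutoff set at the mean of all screened compounds plus 3 SD, cut at about 10% in these data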;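 note: 0% = DMSO wells and 100% = sodium butyrate wells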
PG9 Ab binder: small molecules binding HIV-1 gp120 antibody PG9; TR-FRET gp120-PG9 antibody binding; inhibition, % at 6.7 µM; hit rate 0.43% among 360,000; in the data active = inhibition above about 8.5%
ADAM17 inh: inhibits human ADAM17. P78536. recombinant ADAM17, EDANS/DABCYL FRET peptide cleavage. inhibition, % at 6.95 µM. hit rate 0.83% among 370,000. AID 720648;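 active = inhibition above the mean of compounds lying between control limits plus 3 SD, set per campaign, cut at about 8.5% in these data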;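 note: 0% = DMSO-only wells as the low control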
ssDAF12 agonist: activates DAF-12 receptor from parasite S. stercoralis; HEK293 ssDAF-12/GRIP1 lit1-tk-luc reporter, luminescence; % of 3 µM dafachronic acid response; activation, % at 6.8 µM; hit rate 1% among 370,000;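 active = activation above the mean over all tested compounds plus 3 SD, cut at about 0.9% in these data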;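 note: 0% = DMSO-only wells and 100% = 3 µM delta7-dafachronic acid wells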
SMARCA2 activ: SMARCA2 function activation, primary screen. AID 652017. hit rate 1% among 370,000. activation, % at 9.1 µM. MG213 cells, MMTV-luciferase reporter, dexamethasone, overnight; in the data active = activation above about 7.8%;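 note: 0% = vehicle wells and 100% = reference activator wells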
An asterisk follows results filed as active.

`Cn1nnnc1SCC(=O)Nc1nc(-c2ccc(F)c(F)c2)cs1` gave hcDAF-12 act -1.0, DAX1 inh-1 -3.9, GC-A act 42*, ADAM10 inh 1, DAX1 inh-2 -0.3, GAA850 FXN act 2.7, hgDAF-12 ag -1.4, PG9 Ab binder 1.1, ADAM17 inh 1, ssDAF12 agonist -1.3 and SMARCA2 activ 1.
Screening O=c1c2ccccc2[nH]c(=S)n1CCC1=CCCCC1 returned hcDAF-12 act 1.8, DAX1 inh-1 -0.1, GC-A act -1, ADAM10 inh 6, DAX1 inh-2 3.2, GAA850 FXN act 4.6, hgDAF-12 ag -0.3, PG9 Ab binder 0.3, ADAM17 inh -2, ssDAF12 agonist -0.8 and SMARCA2 activ -3.
`O=C(Nc1ccc(Nc2ccccc2)cc1)c1ccc(Br)cc1` gave hcDAF-12 act -1.9, DAX1 inh-1 0.1, GC-A act 4, ADAM10 inh -3, DAX1 inh-2 -1.5, GAA850 FXN act 1.7, hgDAF-12 ag -0.1, PG9 Ab binder -1.5, ADAM17 inh -4, ssDAF12 agonist -1.1 and SMARCA2 activ 0.
CNC(=O)Nc1ccccc1C(=O)Nc1ccccc1 was read as hcDAF-12 act 0.3, DAX1 inh-1 0.0, GC-A act -3, ADAM10 inh 13, DAX1 inh-2 2.3, GAA850 FXN act 2.0, hgDAF-12 ag 0.0, PG9 Ab binder -1.0, ADAM17 inh -3, ssDAF12 agonist -1.6 and SMARCA2 activ -7.
Screening Cn1c(-c2ccccc2)cc2onc(-c3ccccc3)c2c1=O returned hcDAF-12 act 5.6*, DAX1 inh-1 2.9, GC-A act -2, ADAM10 inh 0, DAX1 inh-2 1.9, GAA850 FXN act -6.2, hgDAF-12 ag 4.1, PG9 Ab binder 0.7, ADAM17 inh -5, ssDAF12 agonist 0.1 and SMARCA2 activ 1.
Screening COc1cc(/C=N/NC(=O)c2cccc(C)c2)ccc1OCC(=O)Nc1ccccc1 returned hcDAF-12 act 0.1, DAX1 inh-1 0.3, GC-A act 0, ADAM10 inh 1, GAA850 FXN act 1.9, hgDAF-12 ag 2.4, PG9 Ab binder -2.7, ADAM17 inh 1, ssDAF12 agonist -0.7 and SMARCA2 activ -1.
COc1cc(C2/C(=C(\O)c3ccc4c(c3)OCCO4)C(=O)C(=O)N2CCN2CCOCC2)cc(OC)c1OC (stereo not given) was read as hcDAF-12 act 0.7, DAX1 inh-1 0.2, GC-A act 0, ADAM10 inh -18, DAX1 inh-2 -0.6, GAA850 FXN act 2.4, hgDAF-12 ag -0.5, PG9 Ab binder -0.1, ADAM17 inh -3, ssDAF12 agonist -1.2 and SMARCA2 activ -1.
Screening O=C(O)c1ccccc1C(=O)Nc1ccc(Oc2cccc3ccccc23)cc1 returned hcDAF-12 act -8.0, DAX1 inh-1 -4.0, GC-A act -1, ADAM10 inh 3, DAX1 inh-2 -6.5, GAA850 FXN act -17, hgDAF-12 ag -20, PG9 Ab binder -1.4, ADAM17 inh 6, ssDAF12 agonist -3.8 and SMARCA2 activ -11.
CC(Oc1ccccc1)C(=O)N1CCN(c2ccc(N3CCCCC3)nn2)CC1 (stereo not given) was read as hcDAF-12 act -2.6, DAX1 inh-1 -1.0, GC-A act -2, ADAM10 inh -114, DAX1 inh-2 -1.0, GAA850 FXN act 1.6, hgDAF-12 ag -1.8, PG9 Ab binder 0.9, ADAM17 inh -43, ssDAF12 agonist 0.2 and SMARCA2 activ -3.
For CC(C)C[C@H]1CN(CCCC[C@H]2CNC(=O)C(=O)N2CCc2ccc(O)cc2)C(=O)C(=O)N1Cc1ccccc1 the results were hcDAF-12 act -1.3, DAX1 inh-1 1.5, GC-A act 2, ADAM10 inh -9, hgDAF-12 ag -0.2, PG9 Ab binder 0.7, ADAM17 inh -3, ssDAF12 agonist -1.4 and SMARCA2 activ -1.
`CCc1nc2ccc(C(=O)N3CCN(C(=O)c4ccco4)CC3)cn2c1N(CCC(C)C)CCN(C)C` gave hcDAF-12 act 0.0, DAX1 inh-1 1.1, GC-A act -4, ADAM10 inh -77, GAA850 FXN act -1.3, hgDAF-12 ag 3.7, PG9 Ab binder -1.5, ADAM17 inh -18, ssDAF12 agonist -1.2 and SMARCA2 activ -2.
`COc1cc(NC(=O)CN2C(=O)NC(C)(CCC(C)C)C2=O)cc(OC)c1` (stereo not given) gave hcDAF-12 act 1.1, DAX1 inh-1 -0.6, GC-A act 0, ADAM10 inh -6, DAX1 inh-2 -0.6, GAA850 FXN act -1.7, hgDAF-12 ag -0.8, PG9 Ab binder 1.7, ADAM17 inh -2, ssDAF12 agonist -0.9 and SMARCA2 activ -4.
CCCCc1ccc(NC(=S)N2CCCC(CO)C2)cc1 (stereo not given) was read as hcDAF-12 act 4.8, DAX1 inh-1 2.0, GC-A act 2, ADAM10 inh 5, DAX1 inh-2 0.9, GAA850 FXN act 9.2*, hgDAF-12 ag 10, PG9 Ab binder -1.9, ADAM17 inh -1, ssDAF12 agonist 0.1 and SMARCA2 activ 15*.
`N#Cc1c2ccc([N+](=O)[O-])cc2[n+]([O-])n1-c1ccccc1` gave hcDAF-12 act -0.2, DAX1 inh-1 -6.6, GC-A act 2, ADAM10 inh 0, DAX1 inh-2 -1.8, GAA850 FXN act -5.7, hgDAF-12 ag -5.0, PG9 Ab binder -2.9, ADAM17 inh 0, ssDAF12 agonist 0.6 and SMARCA2 activ 8.5*.
CC(C)CNc1ncnc2c1ncn2[C@H]1CN(Cc2cccc3ccccc23)C[C@@H](CO)O1 was read as hcDAF-12 act -2.5, DAX1 inh-1 -1.5, GC-A act 1, ADAM10 inh 4, GAA850 FXN act -3.4, hgDAF-12 ag -1.7, PG9 Ab binder -3.0, ADAM17 inh 4, ssDAF12 agonist -1.6 and SMARCA2 activ -2.
CC1(C(=O)Nc2ccc3c(c2)OCCO3)CSCC(=O)N1C1CCN(Cc2ccccc2)CC1 (stereo not given) was read as hcDAF-12 act -1.7, DAX1 inh-1 -0.8, GC-A act 3, ADAM10 inh -15, hgDAF-12 ag -2.2, PG9 Ab binder -0.1, ADAM17 inh 0, ssDAF12 agonist -0.8 and SMARCA2 activ -5.
For Cc1ccccc1NS(=O)(=O)c1ccc(NC(=O)c2ccco2)cc1 the results were hcDAF-12 act -2.3, DAX1 inh-1 -0.5, GC-A act -5, ADAM10 inh 3, DAX1 inh-2 0.1, GAA850 FXN act 0.8, hgDAF-12 ag -1.2, PG9 Ab binder 3.9, ADAM17 inh -1, ssDAF12 agonist -1.5 and SMARCA2 activ -1.
`COc1ccc(OCC(=O)NCCC2=CCCCC2)c([N+](=O)[O-])c1` gave hcDAF-12 act -3.6, DAX1 inh-1 -0.5, GC-A act 0, ADAM10 inh 9, DAX1 inh-2 -1.0, GAA850 FXN act 2.1, hgDAF-12 ag 0.1, PG9 Ab binder -0.4, ADAM17 inh 7, ssDAF12 agonist -1.7 and SMARCA2 activ -3.
COc1ccc(C(=O)N/N=C/c2c(C)[nH]c(=O)[nH]c2=O)cc1 was read as hcDAF-12 act 0.3, DAX1 inh-1 -0.2, GC-A act 6, ADAM10 inh -13, DAX1 inh-2 -0.2, GAA850 FXN act 1.9, hgDAF-12 ag -2.2, PG9 Ab binder -0.2, ADAM17 inh -6, ssDAF12 agonist -1.2 and SMARCA2 activ 0.
`CC(C)CC(=O)Nc1nnc(S(=O)(=O)N2c3ccccc3CC2C)s1` (stereo not given) gave hcDAF-12 act -1.1, DAX1 inh-1 0.1, GC-A act 11, ADAM10 inh -11, DAX1 inh-2 0.1, GAA850 FXN act 0.0, hgDAF-12 ag 0.3, PG9 Ab binder 0.0, ADAM17 inh -2, ssDAF12 agonist -1.5 and SMARCA2 activ -1.
CCCc1ccc(C(=O)[C@@H]2[C@@H](C(C)=O)N3c4ccc(F)cc4C=C[C@@H]3[C@@]23C(=O)Nc2ccccc23)cc1 was read as hcDAF-12 act 4.0, DAX1 inh-1 -0.7, GC-A act -2, ADAM10 inh 3, DAX1 inh-2 -0.2, GAA850 FXN act -0.5, hgDAF-12 ag 2.4, PG9 Ab binder 0.8, ADAM17 inh -2, ssDAF12 agonist -0.2 and SMARCA2 activ -2.
For COc1ccc(NC(=O)CSc2nc(=O)n(CCN3CCOCC3)c3c2CCCC3)c(OC)c1 the results were hcDAF-12 act -1.7, DAX1 inh-1 -1.0, GC-A act 2, ADAM10 inh -10, DAX1 inh-2 0.7, GAA850 FXN act 0.5, hgDAF-12 ag -1.2, PG9 Ab binder 1.8, ADAM17 inh 6, ssDAF12 agonist -0.7 and SMARCA2 activ -2.
For Cc1ccc(CN2CC(C(=O)Nc3cc(C)ccn3)CC2=O)cc1 (stereo not given) the results were hcDAF-12 act 3.4, DAX1 inh-1 11*, GC-A act 0, ADAM10 inh -3, DAX1 inh-2 1.9, GAA850 FXN act 6.8, hgDAF-12 ag 22*, PG9 Ab binder -2.8, ADAM17 inh -1, ssDAF12 agonist -0.5 and SMARCA2 activ 10*.
`COc1cc(/C=C(/C#N)C(=O)Nc2ccc(Cl)cc2)ccc1Oc1nc(Cl)ncc1F` gave hcDAF-12 act -1.0, DAX1 inh-1 0.2, GC-A act -16, ADAM10 inh 2, DAX1 inh-2 -0.9, GAA850 FXN act -1.3, hgDAF-12 ag 1.7, PG9 Ab binder 0.5, ADAM17 inh -7, ssDAF12 agonist -1.4 and SMARCA2 activ -4.
For COC(=O)C(CCSC)NC(=O)Cn1ncc2c(=O)oc3ccc(C)cc3c21 (stereo not given) the results were hcDAF-12 act -0.8, DAX1 inh-1 -0.6, GC-A act 0, ADAM10 inh 0, DAX1 inh-2 0.8, GAA850 FXN act -0.3, hgDAF-12 ag -0.4, PG9 Ab binder -1.0, ADAM17 inh -5, ssDAF12 agonist -1.1 and SMARCA2 activ 0.
For CC(C)(C)Cc1nc(-c2ccc(Cl)cc2)no1 the results were hcDAF-12 act -0.1, DAX1 inh-1 -0.2, GC-A act 7, ADAM10 inh -2, DAX1 inh-2 1.8, GAA850 FXN act -1.3, hgDAF-12 ag -0.6, PG9 Ab binder -3.2, ADAM17 inh 0, ssDAF12 agonist -1.1 and SMARCA2 activ 2.
Screening C/C(=N/NC(=O)c1ccoc1C)c1cccc(NC(=O)C(F)(F)F)c1 returned hcDAF-12 act 2.8, DAX1 inh-1 6.0*, GC-A act 5, ADAM10 inh -4, DAX1 inh-2 1.9, hgDAF-12 ag 15*, PG9 Ab binder -3.5, ADAM17 inh -2, ssDAF12 agonist 0.6 and SMARCA2 activ 7.
Screening COc1ccc(OC)c(Nc2ccc(C(=O)O)cc2[N+](=O)[O-])c1 returned hcDAF-12 act 8.4*, DAX1 inh-1 -0.6, GC-A act 5, ADAM10 inh -1, DAX1 inh-2 0.1, GAA850 FXN act -0.8, hgDAF-12 ag 2.2, PG9 Ab binder -4.7, ADAM17 inh 3, ssDAF12 agonist 0.1 and SMARCA2 activ 0.
